PglD inh: blocks C. jejuni PglD acetyltransferase activity; purified PglD enzyme, DTNB colorimetric CoA detection; AID 602405; 360,000 tested, 0.098% active; inhibition, % at 12.5 µM; in the data active means inhibition above about 16%, passing the limit was not always enough; further: strong numbers were not always called active
C2C12 statin: protects C2C12 myotubes from simvastatin toxicity | 330,000 tested, 0.78% active | ATP luminescence, 48 h; scaled: DMSO 0, geranylgeraniol control 100 | rescue of ATP level, % at 7.49 µM | AID 602340;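 active means mean ATP rescue above about 67%, or every replicate alone reaching that limit, limit read from the data, passing the limit was not always enough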;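 further: myotubes were challenged with 10 µM simvastatin during compound exposure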
* marks the source's active call; other numbers are inactive results.

What do the screens show for `CCN1/C(=C/c2ccc3ccccc3[n+]2CC)C=Cc2ccccc21`?
PglD inh: 1.1; C2C12 statin: -203.4

Results for O=C(CSc1n[nH]c(-c2cccs2)n1)N1CCCc2ccccc21 ?
PglD inh: 0.1; C2C12 statin: 20.5

Results for COc1ccc(OC)c(CN2C(=O)CCC2(C)C(=O)NC2CCCCCC2)c1 (stereo unspecified) ?
PglD inh: -2.2; C2C12 statin: 30.5

What do the screens show for `O=C1NC2(CCCCC2)C(=O)N1CCS(=O)(=O)Oc1ccccc1`?
PglD inh: -11.8; C2C12 statin: 0.1

Results for CCn1nnnc1SCC(=O)N1c2ccccc2Sc2ccccc21 ?
PglD inh: 3.2; C2C12 statin: 12.7

Results for CCn1c(CNc2ccc(Cl)cc2)nnc1SCc1ccc(Cl)cc1 ?
PglD inh: -4.3; C2C12 statin: -4.9

How did CCCC(C)C(=O)Nc1ccccc1C(=O)OCC (stereo unspecified) do in these assays?
PglD inh: -1.4; C2C12 statin: 13.0

Results for COc1cc(C)c(C(C)C)cc1S(=O)(=O)N1CCN(C)CC1 ?
PglD inh: -4.4; C2C12 statin: -0.1

What do the screens show for `Cc1cccc(NC(=S)NNC(=O)c2ccccc2OC(F)F)c1`?
PglD inh: 0.4; C2C12 statin: 2.7

How did Oc1ccc(-c2cn3c(n2)SCC3)cc1 do in these assays?
PglD inh: 3.7; C2C12 statin: 97.3*

How did O=C(Nc1c(-c2ccccc2)nc2ccccn12)c1ccco1 do in these assays?
PglD inh: -1.2; C2C12 statin: 27.4

How did CCc1cc2c(=O)[nH]cnc2s1 do in these assays?
PglD inh: -2.2; C2C12 statin: -10.1

Results for CN(C)C(=O)CSc1nnc([C@H](Cc2c[nH]c3ccccc23)NC(=O)OC(C)(C)C)o1 ?
PglD inh: -3.0; C2C12 statin: 8.0

What do the screens show for `O=S(=O)(NN=C1CCCCCCC1)c1ccc(Br)cc1`?
PglD inh: -1.7; C2C12 statin: 16.6

What do the screens show for `COCCNC(=S)N/N=C/c1ccccc1C(=O)O`?
PglD inh: -5.1; C2C12 statin: 4.2

The closing 6 entries of the part above lead into the next:
How did Oc1ccc(-c2cn3c(n2)SCC3)cc1 do in these assays?
PglD inh: 3.7; C2C12 statin: 97.3*

How did O=C(Nc1c(-c2ccccc2)nc2ccccn12)c1ccco1 do in these assays?
PglD inh: -1.2; C2C12 statin: 27.4

How did CCc1cc2c(=O)[nH]cnc2s1 do in these assays?
PglD inh: -2.2; C2C12 statin: -10.1

Results for CN(C)C(=O)CSc1nnc([C@H](Cc2c[nH]c3ccccc23)NC(=O)OC(C)(C)C)o1 ?
PglD inh: -3.0; C2C12 statin: 8.0

What do the screens show for `O=S(=O)(NN=C1CCCCCCC1)c1ccc(Br)cc1`?
PglD inh: -1.7; C2C12 statin: 16.6

What do the screens show for `COCCNC(=S)N/N=C/c1ccccc1C(=O)O`?
PglD inh: -5.1; C2C12 statin: 4.2

What do the screens show for `Cc1c(NCc2cc(Cl)cc(Cl)c2O)c(=O)n(-c2ccccc2)n1C`?
PglD inh: 3.8; C2C12 statin: -2.4

What do the screens show for `CC1CC=C2C(C#N)=C(N)C(C#N)(C#N)C(c3cccs3)C2C1` (stereo unspecified)?
PglD inh: 3.9; C2C12 statin: 18.3

How did CCC1CCc2c(sc(NC(C)=O)c2C#N)C1 (stereo unspecified) do in these assays?
PglD inh: -4.9; C2C12 statin: -9.1

What do the screens show for `CC(=O)C1=C(C)OC(N)=C(C#N)C1c1ccncc1` (stereo unspecified)?
PglD inh: 1.3; C2C12 statin: 0.4

How did CCCc1cc(=O)[nH]c(SCC(=O)N2CCC(C)CC2)n1 do in these assays?
PglD inh: -3.1; C2C12 statin: -0.6

What do the screens show for `Cc1ccc(Cc2cnc(NC(=O)C3CCCO3)s2)cc1` (stereo unspecified)?
PglD inh: -0.1; C2C12 statin: 11.3

Results for Cc1ccc2cccc(S(=O)(=O)Nc3c(C)n(C)n(-c4ccccc4)c3=O)c2n1 ?
PglD inh: 0.1; C2C12 statin: -4.3

What do the screens show for `CCOC(=O)c1cccc(-n2c(C)nc3ccccc3c2=O)c1`?
PglD inh: -4.2; C2C12 statin: 8.9

What do the screens show for `O=C(Nc1ccc2c(c1)nc1n2CCOC1)C1CCCCC1`?
PglD inh: -4.9; C2C12 statin: 4.4

Results for COC(=O)c1cc(=O)nc2sc(-c3cccs3)nn12 ?
PglD inh: 2.0; C2C12 statin: 1.1

How did CN(C)CCCN1C(=O)C(=O)/C(=C(/O)c2ccncc2)C1c1cccc(Br)c1 (stereo unspecified) do in these assays?
PglD inh: -2.1; C2C12 statin: -3.7

What do the screens show for `CCCS(=O)(=O)NC(=O)C1(C)CCN(C(=O)/C=C/c2ccccc2)C1` (stereo unspecified)?
PglD inh: -2.1; C2C12 statin: 4.6

How did COc1cccc(NC(=O)N[C@@H](Cc2ccccc2)C(=O)O)c1 do in these assays?
PglD inh: -1.6; C2C12 statin: 2.8

Results for COc1cccc(NC(=O)Cc2cn(C)c3ccccc23)c1 ?
PglD inh: 4.1; C2C12 statin: 8.6

How did CC(C)Sc1ncnc2c1oc1ccccc12 do in these assays?
PglD inh: 6.1; C2C12 statin: 20.3

Results for Cc1csc(NC(=O)c2nc3nc(C)cc(C)n3n2)n1 ?
PglD inh: 0.3; C2C12 statin: 5.4

What do the screens show for `Cc1cccc2cc(COC(=O)C3CCCCC3)c(=O)[nH]c12`?
PglD inh: -0.8; C2C12 statin: 60.2

How did Cn1nc(-c2ccc(C(=O)Nc3cccc(Cl)c3)cc2)c2ccccc2c1=O do in these assays?
PglD inh: 5.2; C2C12 statin: -84.3

How did CCOC(=O)c1nn(-c2cccc(Cl)c2)c2nc(CC(C)C)c(C#N)c(=O)n12 do in these assays?
PglD inh: -2.7; C2C12 statin: 3.4

Results for COc1ccc(Cl)cc1C(=O)NNC(=S)NC(=O)c1cc(-c2ccccc2)nc2ccccc12 ?
PglD inh: -1.6; C2C12 statin: 5.7

How did CC1=C(C(=O)Nc2ccccc2)C(c2ccc(C)o2)n2c(s/c(=C\c3ccco3)c2=O)=N1 (stereo unspecified) do in these assays?
PglD inh: -3.2; C2C12 statin: 11.8

What do the screens show for `CCCCNC(=O)C1CCCNC1=O` (stereo unspecified)?
PglD inh: 0.5; C2C12 statin: -26.2

How did CN1CCN(C(=O)c2ccc3c(c2)NC(=O)C(C)(C)O3)CC1 do in these assays?
PglD inh: -1.0; C2C12 statin: -7.8

Results for Cc1noc(NS(=O)(=O)c2ccc(N/C=C\C(=O)c3ccc4c(c3)OCO4)cc2)c1C ?
PglD inh: -13.4; C2C12 statin: 10.7

How did Cc1c(C#N)c(N)nc2c3c(sc12)NC(=O)CC3c1ccc(F)cc1 (stereo unspecified) do in these assays?
PglD inh: 0.9; C2C12 statin: -5.1

Results for Cc1nn(-c2ccccc2)c2c1C(c1ccc(F)cc1F)C(C#N)=C(N)O2 (stereo unspecified) ?
PglD inh: -1.1; C2C12 statin: 8.7

How did CC(=O)Nc1ccc(S(=O)(=O)N2CCCCC2c2cccnc2)cc1 (stereo unspecified) do in these assays?
PglD inh: 5.2; C2C12 statin: 11.7

How did O=C(Nc1nc2c(s1)CCCC2)C1CCCN1C(=O)c1cccs1 (stereo unspecified) do in these assays?
PglD inh: -4.8; C2C12 statin: 5.5

Results for FC(F)(F)c1cccc(-c2cc3ccccc3nc2N2CCCC2)c1 ?
PglD inh: -3.8; C2C12 statin: -12.0

What do the screens show for `Cc1[nH]n(-c2ccccc2)c(=O)c1C=Nc1cnc2ccccc2c1`?
PglD inh: -1.4; C2C12 statin: -4.1

Overlap with the part before: two compounds, followed by the next part.
Results for FC(F)(F)c1cccc(-c2cc3ccccc3nc2N2CCCC2)c1 ?
PglD inh: -3.8; C2C12 statin: -12.0

What do the screens show for `Cc1[nH]n(-c2ccccc2)c(=O)c1C=Nc1cnc2ccccc2c1`?
PglD inh: -1.4; C2C12 statin: -4.1

What do the screens show for `CSc1nnc(Cc2ccc3c(c2)OCO3)o1`?
PglD inh: 3.6; C2C12 statin: 14.0

How did CCN(CC)S(=O)(=O)c1ccc(Cl)c(C(=O)NC2CCCC2)c1 do in these assays?
PglD inh: 2.3; C2C12 statin: -2.9

How did N/C(=N\OS(=O)(=O)c1cc(Cl)ccc1Cl)c1ccncc1 do in these assays?
PglD inh: 2.2; C2C12 statin: -0.1

Results for CCOC(=O)Cc1nnc(NC(=O)CSc2ccccc2)s1 ?
PglD inh: -262.1; C2C12 statin: 18.6

How did c1ccc(COc2ccc(OCCCN3CCCCC3)cc2)cc1 do in these assays?
PglD inh: -8.6; C2C12 statin: 1.4

How did CCOc1ccccc1C(=O)N(CCC(=O)OC)c1ccccn1 do in these assays?
PglD inh: 2.5; C2C12 statin: 13.2

What do the screens show for `O=C(Cc1ccccc1)NCC1CCCO1` (stereo unspecified)?
PglD inh: 0.8; C2C12 statin: -2.8

What do the screens show for `CCOC(=O)Cn1c2c(c(=N)c3ccccc31)CCC2`?
PglD inh: -4.1; C2C12 statin: 14.7

How did COCCCN1C(=O)C(O)=C(C(=O)c2ccco2)C1c1ccccc1 (stereo unspecified) do in these assays?
PglD inh: -2.6; C2C12 statin: -11.1

What do the screens show for `CCOc1ccc(N2C(=O)C3CCCN3C2=O)cc1` (stereo unspecified)?
PglD inh: -0.7; C2C12 statin: 8.0

How did O=C(OCC(=O)N1CCCC1)c1ccccc1OCc1ccccc1 do in these assays?
PglD inh: -1.8; C2C12 statin: 0.0

Results for Clc1ccc(SCc2cn3cccnc3n2)cc1 ?
PglD inh: -1.5; C2C12 statin: -8.0

How did COC(=O)CCC(NC(=O)c1cc(-c2ccc3c(c2)OCCO3)oc1C)C(=O)OC (stereo unspecified) do in these assays?
PglD inh: 10.3; C2C12 statin: -11.9

What do the screens show for `Cc1cc(C)cc(N2C(=O)CC(n3ccnc3)C2=O)c1` (stereo unspecified)?
PglD inh: -2.7; C2C12 statin: 2.8

What do the screens show for `COc1ccc(CCNS(=O)(=O)c2ccc(OC)cc2)cc1`?
PglD inh: 4.6; C2C12 statin: -7.1

What do the screens show for `COCC(=O)N(C)c1nnc(-c2cnc(C)cn2)s1`?
PglD inh: 5.7; C2C12 statin: 3.2

Results for Cc1csc(OCc2ccc(C#N)cc2)n1 ?
PglD inh: 6.6; C2C12 statin: 11.2

Results for COc1ccc(C(=O)NNC2=NC(C)(C)Cc3cc(C)c(C)cc32)cc1 ?
PglD inh: 2.9; C2C12 statin: 14.6

How did CN(CC(O)COCc1cccs1)C1CCCCC1 (stereo unspecified) do in these assays?
PglD inh: -1.6; C2C12 statin: 27.3

What do the screens show for `O=C(c1ccc2snnc2c1)N1CCSCC1`?
PglD inh: -0.5; C2C12 statin: -19.5

Results for COC(=O)c1ccc(C(=O)OC)c(NC(=O)COC(=O)C23CC4CC(CC(O)(C4)C2)C3)c1 ?
PglD inh: -3.1; C2C12 statin: -4.5

Results for N/C(=N\OC(=O)Cc1cccs1)c1ccc([N+](=O)[O-])cc1 ?
PglD inh: -7.3; C2C12 statin: -0.2

What do the screens show for `Cc1cc(C(=O)CN(Cc2ccc(F)cc2)S(=O)(=O)c2ccc3c(c2)OCCO3)c(C)n1C`?
PglD inh: -0.8; C2C12 statin: 0.8

What do the screens show for `CCOc1ccc(/C(O)=C2\C(=O)C(=O)N(CCOCCO)C2c2ccccc2OC)cc1` (stereo unspecified)?
PglD inh: 1.5; C2C12 statin: 16.0

How did Cn1c(=O)oc2cc(S(=O)(=O)NC3CCCCCCC3)ccc21 do in these assays?
PglD inh: -6.7; C2C12 statin: -1.7

Results for O=C(CSc1nnc2ccccn12)Nc1ncc(Cl)cc1Cl ?
PglD inh: -1.2; C2C12 statin: -7.3

Results for COc1ccc(C2CCCN2C(=O)c2cccs2)cc1 (stereo unspecified) ?
PglD inh: -14.0; C2C12 statin: -1.3

How did CCCCC(=O)Nc1nnc(C)s1 do in these assays?
PglD inh: 1.7; C2C12 statin: -5.7

Results for O=c1cc(C(F)(F)F)[nH]c(=O)n1C1CCCCC1 ?
PglD inh: -1.5; C2C12 statin: -7.7

How did Cc1cccc(-c2oc(C)c(C)[n+]2[O-])c1 do in these assays?
PglD inh: -1.1; C2C12 statin: -1.5

Results for CCC(=O)N1CCc2cc(Br)cc(S(=O)(=O)NCC3CCCN3CC)c21 (stereo unspecified) ?
PglD inh: -6.8; C2C12 statin: 7.2

What do the screens show for `CCCOC(=O)Nc1nc2ccccc2o1`?
PglD inh: 6.7; C2C12 statin: 11.2

What do the screens show for `CCCCC(O)CN1CCC(c2ccccc2)CC1` (stereo unspecified)?
PglD inh: 6.5; C2C12 statin: 0.1

What do the screens show for `CCc1ccc(CCC(=O)Nc2nccs2)o1`?
PglD inh: 5.6; C2C12 statin: -7.4

What do the screens show for `Cc1nc2ccccc2c(=O)n1NC(=O)C1CCCCC1`?
PglD inh: -4.6; C2C12 statin: 9.4

Results for Cc1ccc2occ(/C=N/O)c(=O)c2c1 ?
PglD inh: -4.4; C2C12 statin: -17.2

What do the screens show for `CC(=O)N(/N=C1\Sc2ccccc2C1=O)c1cccc(C)c1`?
PglD inh: -1.1; C2C12 statin: 6.6

What do the screens show for `COc1ccc(-n2nc3c(N4CCC(C(=O)NCc5ccccc5C)CC4)nnc(C)c3c2C)cc1`?
PglD inh: 1.5; C2C12 statin: -103.3

How did CCCSc1cc(N2CCCC2)nc(-c2ccccc2)n1 do in these assays?
PglD inh: 5.3; C2C12 statin: 2.9

What do the screens show for `COc1ccc(/C(O)=C2/C(=O)C(=O)N(CCN3CCOCC3)C2c2ccc(C)cc2)cc1` (stereo unspecified)?
PglD inh: -5.9; C2C12 statin: 15.7

Structural class: the entries above with a COOH group (2)
What do the screens show for `COCCNC(=S)N/N=C/c1ccccc1C(=O)O`?
PglD inh: -5.1; C2C12 statin: 4.2

How did COc1cccc(NC(=O)N[C@@H](Cc2ccccc2)C(=O)O)c1 do in these assays?
PglD inh: -1.6; C2C12 statin: 2.8

From PubChem

Not all compounds are listed, so the mix of outcomes need not match the whole.
